Source: PubChem (National Center for Advancing Translational Sciences (NCATS))
Nrf2 activator – activates Nrf2 signaling | AREc32 ARE-luciferase reporter (MCF7-derived line), luminescence, 24 h | Potency, µM (titrated, usually from 46.1 µM), for inactives: at the top dose activation, hits mostly activators | hit rate 0.31% among 410,000 | AID 624171; note: potency is the fitted concentration of half-maximal effect; % of control where 0% means no effect; nearly all actives have a fitted effect of over 65% in size
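Steps: seed AREc32_Fluc cells (1000/well, 5% FBS OPTI-MEM); incubate overnight at 37 deg C; add 23 nL compound; incubate 24 hr; add Steady-Glo; hold 30 min RT; read luminescence.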
ATXN viability – cell viability loss in ATXN counter-screen | S2 cells (HEK-293 line with an ATXN2-luciferase reporter) viability, CellTiter-Fluor protease fluorescence, 24 h | hit rate 0.49% among 400,000 | Potency, µM (doses to about 56.7 µM), usual class: cytotoxic; note: potency is the fitted concentration of half-maximal effect; nearly all actives have a fitted effect of over 40% in size
HepG2 viability – kills HepG2 cells in TGF-b inhibitor counter-screen; Potency, µM (top dose mostly 46.1 µM), for inactives: at the highest dose activity change, negative = cytotoxicity, usual class: cytotoxic; HepG2 CAGA-GFP viability, ATP luminescence, 18 h; hit rate 0.76% among 410,000; note: potency is the fitted concentration of half-maximal effect; some results filed as inactive show a strong effect at the top dose
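HepG2 CAGA-GFP cells (1000/well, DMEM with 1% FBS) received compound, then TGF-beta at 500 pg/mL final, and were incubated 18 hours at 37 degrees C. Viability was read by CellTiter-Glo luminescence. Media-only wells were set as complete cell-killing and DMSO as no toxicity.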
Nrf2 inh – blocks Nrf2 signaling; A549 ARE-Fluc reporter, luciferase luminescence, 18-24 h; Potency, µM (top dose mostly 46 µM), for the others: at the highest dose activity change, negative = inhibition, hits mostly inhibitors; hit rate 2.1% among 360,000; note: potency is the fitted concentration of half-maximal effect; % is set by controls: 0 for no effect and ±100 for the full control effect; nearly all actives have a fitted effect of over 60% in size
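Concentration-response testing used A549 ARE_Fluc cells at 5000 cells/well. Following an 18-24 h compound incubation, viability was read by fluorescence (Ex 405/Em 525) and luciferase output by luminescence.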
TGFb inhibitor – blocks TGF-b signaling | HepG2 CAGA-GFP TGF-b/SMAD3 reporter, GFP fluorescence, 18 h; TGF-beta stimulated, 500 pg/mL final | Potency, µM (highest dose often 46.1 µM), without a hit: top-dose activity, negative = inhibition, hits mostly inhibitors | hit rate 1.2% among 410,000 | AID 588855; note: potency is the fitted concentration of half-maximal effect; % is set by controls: 0 for no effect and ±100 for the full control effect; nearly all actives have a fitted effect of over 65% in size
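First, reporter cells (HEPG2 CAGA-GFP) rested 2 h at 37 degrees C. Next, compounds were pinned in and TGF-beta added to 500 pg/mL final. After 18 h, GFP was imaged per cell and summed per well.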
EPAC2 ag – agonists of human EPAC2 (RAPGEF4); Q8WZA2; EPAC2 activation, biochemical qHTS; response scale: 100% = 6.5 mM cAMP response; Potency, µM (titrated, usually from 154 µM), for the others: top-dose activation, usual class: activators; hit rate 0.079% among 360,000; AID 720711; note: potency is the fitted concentration of half-maximal effect; nearly all actives have a fitted effect of over 50% in size
Target sequence (Q8WZA2 whole entry, looked up): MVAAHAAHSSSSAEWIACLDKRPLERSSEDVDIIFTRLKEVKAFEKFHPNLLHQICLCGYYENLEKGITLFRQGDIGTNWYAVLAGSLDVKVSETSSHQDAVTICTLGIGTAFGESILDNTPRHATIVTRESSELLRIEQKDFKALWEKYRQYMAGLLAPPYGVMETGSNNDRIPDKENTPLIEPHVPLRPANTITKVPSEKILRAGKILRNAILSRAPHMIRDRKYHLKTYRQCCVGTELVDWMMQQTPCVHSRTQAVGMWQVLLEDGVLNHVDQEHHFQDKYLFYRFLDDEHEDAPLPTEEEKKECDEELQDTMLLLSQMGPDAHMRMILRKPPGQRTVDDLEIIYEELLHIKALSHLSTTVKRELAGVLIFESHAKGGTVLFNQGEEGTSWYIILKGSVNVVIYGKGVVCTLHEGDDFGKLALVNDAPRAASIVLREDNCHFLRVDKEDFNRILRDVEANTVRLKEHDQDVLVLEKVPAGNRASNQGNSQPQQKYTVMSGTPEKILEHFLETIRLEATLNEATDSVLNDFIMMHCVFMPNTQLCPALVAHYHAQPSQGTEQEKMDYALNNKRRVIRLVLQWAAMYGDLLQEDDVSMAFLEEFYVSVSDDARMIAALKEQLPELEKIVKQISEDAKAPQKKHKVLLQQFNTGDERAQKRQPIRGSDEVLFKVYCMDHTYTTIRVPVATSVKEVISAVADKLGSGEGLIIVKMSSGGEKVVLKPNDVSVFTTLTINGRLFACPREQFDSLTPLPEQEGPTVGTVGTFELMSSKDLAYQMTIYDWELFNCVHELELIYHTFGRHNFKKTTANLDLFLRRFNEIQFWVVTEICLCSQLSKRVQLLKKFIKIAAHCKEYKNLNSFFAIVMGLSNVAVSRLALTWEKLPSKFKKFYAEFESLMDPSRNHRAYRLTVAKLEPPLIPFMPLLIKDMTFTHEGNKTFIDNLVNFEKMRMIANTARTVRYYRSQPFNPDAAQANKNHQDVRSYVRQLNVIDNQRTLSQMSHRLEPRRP
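Exchange assay: 100 nM EPAC2 with 250 nM Rap1B-BODIPY-GDP and 50 uM GDP. Fluorescence (ex 480/em 540 nm) read every 5 min for 30 min at room temperature. Data normalized to 6.5 mM cAMP as agonist control.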
A549 viability – kills or reduces viability of A549 cells in Nrf2 counter-screen; Potency, µM (highest dose often 46 µM), for the others: at the top dose activity change, negative = cytotoxicity, hits mostly inhibitors; AID 504648; hit rate 0.16% among 390,000; A549 ARE-Fluc cells, CellTiter-Fluor viability, 18-24 h; note: potency is the fitted concentration of half-maximal effect; % is set by controls: 0 for no effect and ±100 for the full control effect
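A549 ARE_Fluc cells in 5% FBS OPTI-MEM were exposed to compounds in concentration-response for 18-24 h at 37 deg C. Viability was read by CellTiter-Fluor fluorescence (Ex 405/Em 525) after 30 min, before the luciferase read.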
IL-2 act – activators of IL-2. hit rate 0.065% among 360,000. IL-2 activation reporter assay, cell-based qHTS; stimulated with anti-CD3/CD4/CD28 beads; in transgenic mouse T cells. activation, % (series mostly up to about 46 µM); in the data active = activation above about 50%; inconclusive = mostly about 30% to 49%; note: 0% is about no effect
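Readout is EGFP and DsRed signal by fluorescent plate cytometry after 18 h at 37 degrees C. Transgenic mouse T cells (750/well) received compound for 60 min before bead stimulation (anti-CD3, anti-CD4, anti-CD28); memory T cells served as non-tolerant control.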
ATXN2 expr inh – inhibitors of ATXN2 expression | AID 1745845 | HEK-293 ATXN2-luciferase reporter, luminescence, 24 h | Potency, µM (top dose mostly 57 µM), inactives show top-dose activity change, negative = inhibition, usual class: inhibitors | hit rate 0.72% among 360,000; note: potency is the fitted concentration of half-maximal effect; % is set by controls: 0 for no effect and ±100 for the full control effect; nearly all actives have a fitted effect of over 55% in size
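qHTS (up to 57 uM final) was run with 24 h compound exposure of reporter cells at 37 °C. Each well was multiplexed: SteadyGlo luminescence measured ATXN2-luciferase expression after a fluorogenic Gly-Phe-AFC viability readout (25 uM final).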
Starred values were filed as active, the others as inactive; [ ] = remark or other dose. Unless noted, calls come from the whole dose curve; as a rule, active = well fitted curve in the direction sought with a large enough effect; inconclusive = small, poorly fitted or top-dose-only effect, or another doubt; inactive = no such curve, though single readings can be large; an effect the other way counts as inactive or inconclusive.

Cc1cc(C)cc(NC(=O)C(OC(=O)c2ccc([N+](=O)[O-])o2)c2ccccc2)c1 (stereo not given) was read as Nrf2 activator 8.0%, ATXN viability inactive, HepG2 viability -17%, Nrf2 inh 1%, TGFb inhibitor -2%, EPAC2 ag -2%, A549 viability -7%, IL-2 act -1.5 and ATXN2 expr inh 6%.
Screening Cc1ccccc1S(=O)(=O)NC(=O)C1(C)CCN1C(=O)Cc1ccccc1Cl (stereo not given) returned Nrf2 activator -0.6%, ATXN viability inactive, HepG2 viability -10%, TGFb inhibitor 0%, EPAC2 ag -8%, IL-2 act -0.6 and ATXN2 expr inh 9%.
Screening O=C(Nc1ccc(S(=O)(=O)N2CCOCC2)cc1)c1ccccc1 returned Nrf2 activator 0.0%, ATXN viability inactive, HepG2 viability -1%, Nrf2 inh -17%, TGFb inhibitor 4%, EPAC2 ag 18%, A549 viability 3%, IL-2 act -3.5 and ATXN2 expr inh -8%.
Screening COc1cc(OC)c(NC(=O)[C@@H]2CCC(=O)N2C2OC(=O)c3c2ccc(OC)c3OC)cc1Cl (stereo not given in full) returned Nrf2 activator 0.1%, ATXN viability inactive, HepG2 viability -1%, Nrf2 inh 8%, TGFb inhibitor 13%, EPAC2 ag -2%, A549 viability -4%, IL-2 act 1.9 and ATXN2 expr inh 3%.
`COCCNC(=S)N(CCCO)Cc1cc2cc3c(cc2[nH]c1=O)OCCO3` gave Nrf2 activator 0.3%, ATXN viability inactive, HepG2 viability 25%, Nrf2 inh 1%, TGFb inhibitor -10%, EPAC2 ag 12%, A549 viability 0%, IL-2 act 0.9 and ATXN2 expr inh -17%.
`CCN(CC(=O)NCc1cccs1)C(=O)/C=C/c1cc(OC)c(OC)c(OC)c1` gave Nrf2 activator 0.0%, ATXN viability inactive, HepG2 viability 2%, Nrf2 inh -9%, TGFb inhibitor inconclusive, EPAC2 ag -3%, A549 viability -2%, IL-2 act 0.9 and ATXN2 expr inh 2%.
`O=C(c1ccc(S(=O)(=O)N2CCOCC2)cc1)N1CCc2ccccc2C1` gave Nrf2 activator 3.0%, ATXN viability inactive, HepG2 viability -36%, Nrf2 inh -6%, TGFb inhibitor -1%, EPAC2 ag -1%, A549 viability -6%, IL-2 act -3.0 and ATXN2 expr inh -17%.
For Cc1ccccc1NC(=O)C1Cc2ccccc2CN1C(=O)c1ccco1 (stereo not given) the results were Nrf2 activator 7.8%, ATXN viability inactive, HepG2 viability 4%, Nrf2 inh inconclusive, TGFb inhibitor -25%, EPAC2 ag -1%, A549 viability -2%, IL-2 act -1.2 and ATXN2 expr inh 87%[activator].
`CCOC(=O)C1=C(CP(=O)(c2ccccc2)c2ccccc2)NC(=O)NC1c1ccc(OC)cc1` (stereo not given) gave Nrf2 activator 1.7%, ATXN viability inactive, HepG2 viability -17%, Nrf2 inh -3%, TGFb inhibitor -17%, EPAC2 ag 0%, A549 viability -4%, IL-2 act 1.2 and ATXN2 expr inh 9%.
COc1ccc(-c2ccc([C@H]3[C@H]4C=CC[C@@H](C)[C@@H]4C(=O)N3Cc3ccccc3)c(F)c2)cc1 was read as Nrf2 activator 4.3%, ATXN viability inactive, HepG2 viability -23%, Nrf2 inh inconclusive, TGFb inhibitor inconclusive, EPAC2 ag 7%, A549 viability 11%, IL-2 act -0.1 and ATXN2 expr inh -21%.
For COC(=O)[C@]12CCCCC=C1N(Cc1ccccc1)C(=O)[C@H](CC(=O)NCCc1ccccc1OC)C2 the results were Nrf2 activator 3.3%, ATXN viability inconclusive, EPAC2 ag 10%, IL-2 act 0.3 and ATXN2 expr inh -12%.
For CC(NC(=O)Cn1ccc2cc(S(=O)(=O)N3CCCCCC3)ccc21)c1ccccc1 (stereo not given) the results were Nrf2 activator 11%, ATXN viability inconclusive, HepG2 viability -21%, Nrf2 inh inconclusive, TGFb inhibitor -36%, A549 viability inconclusive and ATXN2 expr inh inconclusive.
`Cc1ccc(S(=O)(=O)N(C)c2ccc(OCC(=O)Nc3ccc(C(=O)N(C)C)cc3)cc2)cc1C` gave Nrf2 activator -0.2%, ATXN viability inconclusive, HepG2 viability 1%, Nrf2 inh 9%, TGFb inhibitor 4%, EPAC2 ag 17%, A549 viability 7%, IL-2 act -2.3 and ATXN2 expr inh 0%.
CN1CCc2nc(NC(=O)COc3ccc4ccccc4c3)sc2C1 was read as Nrf2 activator 0.1%, ATXN viability inconclusive, HepG2 viability -13%, Nrf2 inh -18%, TGFb inhibitor 0%, EPAC2 ag -1%, A549 viability -1%, IL-2 act -2.2 and ATXN2 expr inh inconclusive.
COc1ccc(S(=O)(=O)N(C)C[C@@H]2OCCCC[C@@H](C)Oc3ccc(NC(=O)NC(C)C)cc3C(=O)N([C@H](C)CO)C[C@@H]2C)cc1 was read as Nrf2 activator -0.8%, HepG2 viability -25%, TGFb inhibitor 5%, EPAC2 ag 6%, IL-2 act -2.8 and ATXN2 expr inh -8%.
Screening O=C(O)CCCC(=O)NCc1ccccn1 returned Nrf2 activator -0.8%, ATXN viability inactive, HepG2 viability -1%, Nrf2 inh 18%, TGFb inhibitor 10%, EPAC2 ag -12%, A549 viability 13%, IL-2 act -0.5 and ATXN2 expr inh 0%.
Screening COc1ccc(NC(=O)Nc2nnc(N3CCCCCC3)s2)cc1 returned Nrf2 activator -0.3%, ATXN viability inactive, HepG2 viability -14%, Nrf2 inh 1%, TGFb inhibitor -7%, A549 viability 2% and ATXN2 expr inh -23%.
CC(=O)Nc1cccc(Oc2ncccc2[N+](=O)[O-])c1 was read as Nrf2 activator 0.5%, ATXN viability inactive, HepG2 viability 14%, Nrf2 inh -18%, TGFb inhibitor 39%[activator], EPAC2 ag 2%, A549 viability 0% and IL-2 act -1.5.
For CC(C)(C)OC(=O)NCc1ccc(CNC(=O)c2nc[nH]c2C(=O)N2CCN(C(=O)OC(C)(C)C)CC2)cc1 the results were Nrf2 activator 0.5%, ATXN viability 18µM*, HepG2 viability -3%, Nrf2 inh 26µM*, TGFb inhibitor inconclusive, EPAC2 ag -5%, A549 viability -21%, IL-2 act 0.2 and ATXN2 expr inh inconclusive.
Cc1ccc(N(CC(=O)N2CCCC2)S(C)(=O)=O)c(C)c1 was read as Nrf2 activator 5.3%, ATXN viability inactive, HepG2 viability 0%, Nrf2 inh 0%, TGFb inhibitor 13%, EPAC2 ag 1%, A549 viability 5%, IL-2 act -3.1 and ATXN2 expr inh -24%.
Screening CCC(C)[C@H]1CN=C(N)N1CCc1cccc2ccccc12 (stereo not given in full) returned Nrf2 activator -1.3%, ATXN viability inactive, HepG2 viability -59%, Nrf2 inh -16%, TGFb inhibitor inconclusive, EPAC2 ag 1%, A549 viability 6%, IL-2 act -0.2 and ATXN2 expr inh -31%.
`Fc1ccc(COc2ccc3ccccc3c2CNc2nn[nH]n2)cc1` gave Nrf2 activator -0.8%, ATXN viability inactive, HepG2 viability -10%, Nrf2 inh inconclusive, TGFb inhibitor -3%, EPAC2 ag 1%, A549 viability -5%, IL-2 act -0.6 and ATXN2 expr inh -12%[11.3 µM].
Screening CC1CCN(C(=O)c2cc3c(=O)n(C)c4cc(Cl)ccc4c3s2)CC1 returned Nrf2 activator 0.4%, ATXN viability inactive, HepG2 viability 1%, Nrf2 inh inconclusive, TGFb inhibitor 12%, A549 viability 24% and ATXN2 expr inh 15%.
Screening COc1ccc(C(=O)N/C(=C\c2cccc([N+](=O)[O-])c2)C(=O)Nc2cccc(C(=O)O)c2)cc1 returned Nrf2 activator 1.4%, ATXN viability inconclusive, HepG2 viability 3%, Nrf2 inh 0%, TGFb inhibitor 5%, EPAC2 ag 14%, A549 viability -4%, IL-2 act 1.4 and ATXN2 expr inh -23%.
Screening [O-]/C(=C(\C(=S)Nc1cccc2ccccc12)[n+]1ccccc1)c1ccc2c(c1)OCCO2 returned Nrf2 activator 2.0%, ATXN viability inactive, HepG2 viability -6%, Nrf2 inh inconclusive, TGFb inhibitor 2%, EPAC2 ag 4%, A549 viability -21%, IL-2 act -2.8 and ATXN2 expr inh -12%.
For Cc1ccccc1OCC(=O)OC(C)CN1CCN(C)CC1 (stereo not given) the results were Nrf2 activator 0.4%, ATXN viability inactive, HepG2 viability -29%, Nrf2 inh 5%, TGFb inhibitor -2%, EPAC2 ag 4%, A549 viability -11%, IL-2 act -0.6 and ATXN2 expr inh -17%.
O=C(c1ccc(C(F)(F)F)cc1)N1CCC(c2nc(-c3ccc(S(=O)(=O)N4CCCC4)cc3)no2)CC1 was read as Nrf2 activator -1.2%, HepG2 viability -7%, Nrf2 inh 7.3µM*, TGFb inhibitor inconclusive and A549 viability -9%.
`CCOC(=O)C(C)N1C(=O)S/C(=C/c2cc(C)n(-c3ccncc3)c2C)C1=O` (stereo not given) gave Nrf2 activator 12%, ATXN viability inconclusive, HepG2 viability -27%, Nrf2 inh inconclusive, TGFb inhibitor inconclusive, EPAC2 ag 5%, A549 viability -20% and IL-2 act -3.7.
For COc1ccc(-c2oc3c(c2C#CCCCCO)C(OCCO)CC3)cc1 (stereo not given) the results were Nrf2 activator inconclusive, ATXN viability inconclusive, EPAC2 ag 5%, IL-2 act -0.6 and ATXN2 expr inh 6%.
